Screens deposited in PubChem by The Scripps Research Institute Molecular Screening Center.
TEAD-YAP inh: TEAD-YAP interaction inhibition; HEK-TIYL cells, TEAD-Gal4/YAP UAS-luciferase luminescence; inhibition, % at 9.12 µM; 640,000 compounds, 1.4% hits; AID 1259422; in the data active = inhibition above about 32%;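 also: 0% = median of test compound wells and 100% = reference inhibitor wells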
GPR151 ag: activates the human receptor GPR151; PathHunter beta-arrestin GPR151 cells, luminescence; activation, % at 11.2 µM; 650,000 compounds, 1% hits; in the data active = activation above about 4.9%;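 also: 0% = median of compound wells and 100% = cells with positive control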
Target sequence (Q8TDV0 whole entry, looked up): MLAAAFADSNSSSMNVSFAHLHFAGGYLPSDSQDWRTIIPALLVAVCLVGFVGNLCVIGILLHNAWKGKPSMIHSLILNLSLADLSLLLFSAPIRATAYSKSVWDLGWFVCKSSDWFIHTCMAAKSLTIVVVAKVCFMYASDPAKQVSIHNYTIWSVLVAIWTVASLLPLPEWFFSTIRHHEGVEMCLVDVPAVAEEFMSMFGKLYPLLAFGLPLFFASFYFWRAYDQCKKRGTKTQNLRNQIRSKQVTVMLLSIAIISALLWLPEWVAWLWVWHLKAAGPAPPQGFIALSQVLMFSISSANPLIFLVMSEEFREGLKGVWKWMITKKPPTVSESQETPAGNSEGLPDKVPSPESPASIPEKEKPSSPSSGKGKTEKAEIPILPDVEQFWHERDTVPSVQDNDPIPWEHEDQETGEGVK
MITF primary: inhibitors of human MITF. O75030. AlphaScreen MITF homodimerization, bead proximity signal. 650,000 compounds, 0.91% hits. inhibition, % at 2.6 µM; in the data active = inhibition above about 50%;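 also: 0% = vehicle wells with protein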
Target sequence (O75030 whole entry, looked up): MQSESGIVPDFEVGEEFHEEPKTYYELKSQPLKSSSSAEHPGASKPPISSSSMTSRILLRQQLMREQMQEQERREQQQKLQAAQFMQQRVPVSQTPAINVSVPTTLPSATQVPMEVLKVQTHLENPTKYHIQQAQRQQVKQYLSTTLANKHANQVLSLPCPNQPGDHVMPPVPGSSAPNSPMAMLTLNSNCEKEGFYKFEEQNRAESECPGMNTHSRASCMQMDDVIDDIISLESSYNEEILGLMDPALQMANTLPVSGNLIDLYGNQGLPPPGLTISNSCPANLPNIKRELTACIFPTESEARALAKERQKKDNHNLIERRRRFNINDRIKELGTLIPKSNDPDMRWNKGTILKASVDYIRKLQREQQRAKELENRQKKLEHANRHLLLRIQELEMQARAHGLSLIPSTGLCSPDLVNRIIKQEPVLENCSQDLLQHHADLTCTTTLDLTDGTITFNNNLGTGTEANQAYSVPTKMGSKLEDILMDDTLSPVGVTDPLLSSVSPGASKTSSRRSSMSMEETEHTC
FBW7 act: human FBW7 E3 ligase activation, primary screen; Q969H0; AlphaScreen FBW7–phospho-cyclin E peptide binding, activator screen; normalized activity (activation), % at 26.1 µM; AID 1259310; 650,000 compounds, 0.13% hits; in the data active = normalized activity above about 1.9%;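 also: purified mutant Fbw7 with reduced substrate affinity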
The depositor's hits bear a star; & = joins results of further samples.

SMILES | TEAD-YAP inh | GPR151 ag | MITF primary | FBW7 act
Cc1cc(C)nc(N2CCN(Cc3cccc(Cl)n3)CC2)n1 | 4 | -1.1 | 14 | 0.3
CCN(CC)C(=O)c1cc2c(n(-c3ccc(C)cc3)c1=O)CC(C)(C)CC2=O | -8 | 1.8 | 2 | -0.1
COCCC(=O)Nc1ccc2c(c1)CN(S(=O)(=O)N(C)C)CC2 | 6 | 2.6 | 18 | 0.0
COc1ccc(/C=C\C(=O)C2C(=O)c3ccccc3C2=O)cc1 | 16 | -0.5 | -3 | 0.1
COC1CCCN(Cc2c(C(=O)N3CCc4ccccc4C3)nc3ccc(Cl)cn23)C1 (centres undefined) | -8 | -0.6 | 6 | 0.0
COc1cc(Nc2nc(NCc3ccc4c(c3)OCO4)nc3c2ncn3C(C)C)cc(OC)c1OC | -2 | 1.2 | 1 | -0.1
Cc1sc2nc(N)c(C#N)c(-c3ccccc3)c2c1C | -1 | -0.8 | -2 | -0.2
Cc1ccc(-c2c(C(=O)N3CCc4ccccc4C3)oc(=O)c3ccccc23)cc1 | -10 | -0.2 | 6 | 0.5
CCN1C(=O)/C(=C/C=C2/Sc3ccccc3N2CCO)SC1=S | 0 | -0.2 | 8 | 0.0
Cn1c2ccccc2c2nnc(N/N=C/c3ccccc3O)nc21 | -4 | 2.0 | 6 | -0.1
COc1cc(/C=C2\C(=O)N(c3ccc(S(=O)(=O)O)cc3)N=C2C)cc(OC)c1OC | 4 | 0.8 | -12 | -0.1
CCCCNC(=O)C(=O)NCC1OCCCN1S(=O)(=O)c1ccc(F)cc1C (centres undefined) | -1 | 1.2 | 5 | 0.0
CCOC(=O)c1c(NC(=O)CSC2=NCCS2)sc2c1CCC2 | 4 | 2.4 | -24 | 0.1
Cc1ccc(-c2c(Nc3ccccc3N3CCN(C)CC3)c(=O)c2=O)cc1 | 0 | 0.6 | 3 | 0.1
CN1CCN(c2ccc(-c3nc(C(=O)Nc4ccc(N5CCOCC5)cc4)cs3)cc2)CC1 | 5 | -0.9 | 13 | -0.1
O=C(c1ccc(-c2cccs2)[nH]1)C(F)(F)F | 4 | -0.2 | 2 | -0.3
CCc1ccc(NC(=O)CSc2nc3cc(C(=O)OC)ccc3c(=O)n2Cc2ccco2)cc1 | -6 | -2.1 | 21 | 0.1
CCOC(=O)c1c(C)oc2ccc(NS(=O)(=O)c3cccc4cccnc34)cc12 | 7 | 1.9 | 11 | -0.1
CC(C)(C)C1CCc2c(sc(NC(=O)c3ccco3)c2C(=O)NCCc2ccccc2)C1 (centres undefined) | -6 | -0.7 | -17 | 0.0
CC(C)c1ccc(-c2[nH]c(=S)[nH]c(=O)c2C#N)cc1 | -3 | 0.2 | 6 | 0.0
CCc1ccc(N2N=C(C)/C(=C/c3ccc(O)cc3)C2=O)cc1 | -8 | -0.5 | 12 | 0.0
NC(=O)NC(CC(=O)O)c1ccc(Cl)cc1 (centres undefined) | 9 | 7.7* | -6 | 0.1
COc1ccc(N2CNC(=S)N(c3ccccc3)C2)cc1 | -4 | -0.6 | 2 | 0.0
CC(C)(C)C(=O)CN1C(=O)C(=O)c2ccccc21 | 8 | 0.6 | 1 | 0.0
COc1ccc(/C=C2/C(=N)N3C(SC)=NSC3=NC2=O)cc1 | -67 | 1.3 | 5 | 0.2

Going on with the list.
SMILES | TEAD-YAP inh | GPR151 ag | MITF primary | FBW7 act
COc1ccc(N2C(=O)c3ccccc3C2=O)cc1NC(=O)c1ccccc1 | -9 | 1.2 | 0 | 0.1
CCOC(=O)c1ccsc1NC(=O)CC | -6 | -1.4 | 2 | 0.0
O=C(NCCCN1CCCCC1)c1ccc2c(c1)NC(=O)C(N1CCCCC1)S2 (centres undefined) | 2 | 0.7 | 2 | -0.1
CCOCCOC(=O)C1=C(C)NC2=C(C(=O)CC(C)(C)C2)C1c1ccc(O)c(OC)c1 (centres undefined) | -1&2 | -0.4&-1.2 | -2&3 | -0.3&0.3
Cc1cc(C=O)c(C)n1-c1cc(C(=O)O)cc(C(=O)O)c1 | 20 | -0.6 | 38 | 0.0
CCOC(=O)N1C=Cc2ccccc2C1C#N (centres undefined) | 5 | -0.7 | 4 | 0.4
NC(=O)c1cc2cc(Cl)cc(Cl)c2oc1=Nc1ccc(C(F)(F)F)cc1 | 8 | 0.8 | 5 | 0.0
COCCn1c(C)cc(C(=O)CSc2nnc(C)s2)c1C | 70* | -6.3 | -2 | -0.2
CC1CCC2(CC1)N=C(c1ccccc1)C(=O)N2CC(=O)Nc1ccc(F)c(F)c1 (centres undefined) | -3 | 0.9 | 9 | 1.3
CC(=O)c1[nH]c(C)c(C(=O)Nc2cccc(Cl)c2C)c1C | -1 | -1.1 | -4 | 0.9
COc1ccccc1NC(=O)CSc1nc2ccsc2c(=O)n1Cc1ccccc1F | -5 | 0.3 | -8 | 0.1
COc1ccc(C(=O)N2CCN(C3CCC(c4ccccc4)CC3)CC2)cc1 (centres undefined) | 3 | -0.9 | 56* | 0.5
Cc1ccc(Sc2ccc(/C=C3/C(=N)N4N=C(C(F)(F)F)SC4=NC3=O)o2)cc1 | -2 | 1.0 | -4 | 0.0
CC(C)(C)NCC(O)COc1nsnc1N1CCOCC1 (centres undefined) | 1&5 | 0.9&1.8&1.7 | 1&26&-4 | 0.0&0.1&0.0
CC(C)(C)c1cc(C(F)(F)F)c2c(=O)n(-c3ccccc3)[nH]c2n1 | 4 | 0.8 | -8 | -0.2
Cc1ccc(NC(=O)C(NC(=O)CN2CC(=O)Nc3ccccc32)c2ccccc2)cc1 (centres undefined) | 3 | 0.3 | 1 | -0.3
COC(=O)c1cccc(NC(=O)c2sc3nc4ccc(OC)cc4cc3c2N)c1 | 0 | -0.3 | 3 | 0.0
Ic1nc2ccccc2n1Cc1ccccc1 | 21 | 2.6 | 4 | 0.0
Cn1cc(Cl)c(C(=O)Nc2ccncc2)n1 | 0 | -0.5 | 19 | 0.2
O=C(C1CC(Cc2ccc(F)cc2)=NO1)N1CCC(Oc2ccccc2F)CC1 (centres undefined) | -33 | -1.2 | -21 | 0.1
CCN(c1ccccc1)S(=O)(=O)c1ccc(F)c(C(=O)Nc2ccc(Br)cc2F)c1 | 3 | 1.6 | 11 | -0.1
COc1ccc(COC(=O)c2cc(O)c3ccccc3c2O)cc1F | -5 | 0.9 | 5 | -0.1
CCn1c(=NC(=O)CN2C(=O)c3ccccc3C2=O)sc2cc(F)cc(F)c21 | -3 | 0.8 | -1 | -0.1
Cc1cc(OCC(=O)N2CCOCC2)cc(C)c1NC(=O)C12CC3CC(CC(C3)C1)C2 | -21 | 1.2 | 12 | 0.1
CCOC(=O)C1=C(C)N=c2s/c(=C\c3c(OCC)ccc4ccccc34)c(=O)n2C1c1ccc(OC)cc1 (centres undefined) | 4 | 1.4 | -12 | -0.1

Individual results from above.
MITF primary with `Cn1cc(Cl)c(C(=O)Nc2ccncc2)n1` : 19
FBW7 act with `COCCn1c(C)cc(C(=O)CSc2nnc(C)s2)c1C` : -0.2

(further entries)
SMILES | TEAD-YAP inh | GPR151 ag | MITF primary | FBW7 act
O=S(=O)(NC1=NCCC1)c1cccc(NC(=S)NCCc2ccccc2)c1 | -3 | -0.6 | -3 | -0.1
COc1cc2nc(NC(=O)c3ccc(F)cc3)[nH]c(=O)c2cc1OC | 1 | 0.7 | -2 | -0.1
CCOc1ccc(-c2n[nH]c3c2C(c2ccccc2)NC3=O)cc1 (centres undefined) | 10 | -0.4 | -3 | -0.1
CCCNC(=O)CCc1nc(-c2cc(OC)c(OC)c(OC)c2)no1 | 5 | 0.2 | -2 | -0.1
Cc1ccc(CN2CCNC(=O)C2CC(=O)N2CCOCC2)o1 (centres undefined) | -13 | -0.4 | -1 | -0.1
N#C/C(=C\c1ccccc1[N+](=O)[O-])c1nc2ccccc2c(=O)[nH]1 | 13 | -2.9 | 0 | -0.1
CC(C)c1ccc(OCC(=O)Nc2ccc(C(=O)OC3CCCCC3)cc2)cc1 | 8 | -1.1 | 8 | 0.0
CCOC(=O)c1cc(-c2ccccn2)nc2c1c(=O)n(C)c(=O)n2Cc1ccccc1 | -8 | -1.9 | -1 | -0.2
O=C(CSCc1cccc(Br)c1)N1CCCCCC1 | -34 | 1.0 | -6 | -0.2
c1ccc2c3c([nH]c2c1)-c1ccsc1CC3 | -25 | 1.6 | 10 | 0.1
Cc1cccc(OCC(=O)Nc2ccc(S(=O)(=O)N3CCCCC3)cc2)c1 | 3 | -0.3 | -13 | -0.1
COc1ccccc1NCc1ccccc1O | -4 | 1.5 | 14 | 0.2
CCOC(=O)C1CCCN(C(=O)c2ccc(CNc3nc(=S)[nH]c4ccccc34)cc2)C1 (centres undefined) | 9 | 1.1 | 11 | 0.1
O=C(NCc1ccc2c(c1)OCO2)c1cnn2cccnc12 | 6 | 0.5 | 19 | 0.2
COc1cc(/C=C2\C(=O)N(c3cccc(Cl)c3)N=C2C)c([N+](=O)[O-])cc1OC | 2 | 2.6 | 7 | -0.1
NC(=O)c1cccc(NS(=O)(=O)c2ccccc2[N+](=O)[O-])c1 | 3 | -0.4 | 12 | 0.1
Cc1ccc(N2C(=O)c3ccccc3NC2c2ccccc2O)cc1 (centres undefined) | 17 | -3.2 | 1 | 0.2
COc1ccc(-c2nc3s/c(=C\c4cccs4)c(=O)n3n2)cc1 | 4 | 0.9 | 21 | 1.2
O=C(Nc1c2c(nn1-c1nc3ccccc3s1)CCC2)c1c(F)cccc1F | -12 | -1.1 | -11 | 0.3
CNC(=O)c1cc(F)ccc1Nc1cc(Nc2cccc(OC)c2)ncc1C(F)(F)F | 14 | 9.3* | -10 | -0.1
O=C(COC(=O)c1cc(=O)c2ccccc2o1)Nc1ccc(Cl)cn1 | 4 | -1.4 | 9 | 0.0
COc1cc(C(=S)N2CCN(C)CC2)cc(OC)c1O | 0 | 0.9 | 3 | -0.3
O=C(Nc1nc(CC(=O)N2CCc3ccccc32)cs1)NC1CCCC1 | -4 | 0.3 | 1 | -0.1
Cc1ccc(S(=O)(=O)N2CCC(c3nnc(C4CC4)s3)CC2)c(C)c1 | -1 | 0.4 | -1 | 0.1
Cc1c(Cl)cccc1N=C(N)N=C(N)N | -1 | 0.6 | 15 | 0.1

(list continues)
SMILES | TEAD-YAP inh | GPR151 ag | MITF primary | FBW7 act
C/C(O)=C(/C=Nc1ccccc1)C(=O)Nc1ccccc1 | -17 | 1.7 | 14 | 0.1
O=C(CCn1c(=S)[nH]c2cc3c(cc2c1=O)OCO3)N1CCN(c2ccc(Cl)cc2)CC1 | 1 | 1.2 | 2 | 0.1
O=C(CN1CCOc2ccccc21)N1CCN(c2ccccn2)CC1 | 12 | 0.2 | 6 | 0.7
CCN1CCN(C(c2cc(OC)c(OC)c(OC)c2)c2nnnn2C(C)C)CC1 (centres undefined) | -7 | 0.6 | 2 | 0.0
COC1(OC)N=C(N)C2(C#N)C(c3ccc(C)cc3)C12C#N (centres undefined) | 5 | -0.1 | 55* | -0.1
CCOC(=O)c1cccc(NC(=O)CSc2nnc(-c3ccncc3)n2C)c1 | 9 | -0.6 | 7 | 0.7
CC(C)n1cnc2c(Nc3ccc(N4CCOCC4)cc3)nc(Nc3ccncn3)nc21 | 5 | 1.2 | -8 | -0.1
O=c1[nH]cnc2c1C1(CCCC1)Cc1ccccc1-2 | 14 | -0.5 | 18 | 0.1
O=C(O)c1cccc(Oc2ccc(C(F)(F)F)cc2[N+](=O)[O-])c1 | 1 | -0.8 | 0 | 0.1
CC(C)(C)OC(=O)C(C(=O)OC(C)(C)C)c1nc(N2CCOCC2)nc(N(c2ccccc2)c2ccccc2)n1 | -4 | 0.2 | -3 | 0.3
O=C(CSc1nc(=O)n(Cc2cccnc2)c2c1CCC2)Nc1ccc(F)c(F)c1 | -9 | -2.3 | 14 | 0.4
COc1ccc(-c2nc(NC3CC3)c3ncn(C(C)C)c3n2)cc1 | 4 | 3.9 | 6 | 0.2
COC(=O)c1sc2ccccc2c1NC(=O)Cc1cccc2ccccc12 | 7 | 1.3 | -2 | -0.1
CCOc1ccc(NC(=O)c2ccc(N3CC4CC(C3)c3cccc(=O)n3C4)c(N)c2)cc1 (centres undefined) | -16 | 0.2 | 6 | 0.0
CCOC(=O)N1CCC(N2CCC(CO)(CC3CCCCO3)CC2)CC1 (centres undefined) | 0 | -1.1 | 16 | 0.1
CCOC(=O)c1c(/N=c2\oc3ccc(OC)cc3cc2C(=O)Nc2ccc(F)cc2)sc2c1CCCC2 | 9 | 0.3 | -8 | 0.1
CCc1oc2cc(O)ccc2c(=O)c1-c1nc2ccccc2n1C | -19 | -0.5 | -2 | 0.1

Entries above that have a Cl atom, in the order listed:
SMILES | TEAD-YAP inh | GPR151 ag | MITF primary | FBW7 act
Cc1cc(C)nc(N2CCN(Cc3cccc(Cl)n3)CC2)n1 | 4 | -1.1 | 14 | 0.3
COC1CCCN(Cc2c(C(=O)N3CCc4ccccc4C3)nc3ccc(Cl)cn23)C1 (centres undefined) | -8 | -0.6 | 6 | 0.0
NC(=O)NC(CC(=O)O)c1ccc(Cl)cc1 (centres undefined) | 9 | 7.7* | -6 | 0.1
NC(=O)c1cc2cc(Cl)cc(Cl)c2oc1=Nc1ccc(C(F)(F)F)cc1 | 8 | 0.8 | 5 | 0.0
CC(=O)c1[nH]c(C)c(C(=O)Nc2cccc(Cl)c2C)c1C | -1 | -1.1 | -4 | 0.9
Cn1cc(Cl)c(C(=O)Nc2ccncc2)n1 | 0 | -0.5 | 19 | 0.2
COc1cc(/C=C2\C(=O)N(c3cccc(Cl)c3)N=C2C)c([N+](=O)[O-])cc1OC | 2 | 2.6 | 7 | -0.1
O=C(COC(=O)c1cc(=O)c2ccccc2o1)Nc1ccc(Cl)cn1 | 4 | -1.4 | 9 | 0.0
Cc1c(Cl)cccc1N=C(N)N=C(N)N | -1 | 0.6 | 15 | 0.1
O=C(CCn1c(=S)[nH]c2cc3c(cc2c1=O)OCO3)N1CCN(c2ccc(Cl)cc2)CC1 | 1 | 1.2 | 2 | 0.1
